Compound activity: PubChem BioAssay, several laboratories
rCAG RNA binder: binders of r(CAG) RNA repeats, primary screen, biochemical, fluorescence. r(CAG) RNA repeat, TO-PRO-1 dye displacement fluorescence. inhibition, % at 3 µM. hit rate 1.3% among 370,000. AID 651821, 2012;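 active = inhibition above the plate cutoff, the mean of all test compounds on that plate plus 3 SD, cut at about 35% in these data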;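 note: 0% = DMSO alone and 100% = 100 µM mitoxantrone as full dye displacement; higher means more dye released from RNA so lower well fluorescence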
SIAE inh: human SIAE inhibitors, primary screen, biochemical, fluorescence polarization, FP-Rh probe, 1536-well HTS; SIAE FP-Rh probe binding; inhibition, % at 9.66 µM; hit rate 0.69% among 370,000; AID 1053197, 2014;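 active = inhibition above a cutoff: mean of compounds within the control limits plus 3 SD of those, cut at about 17% in these data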;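 note: 0% = plate median of compound wells and 100% = probe without SIAE protein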
Target sequence (Q9HAT2 whole entry, looked up): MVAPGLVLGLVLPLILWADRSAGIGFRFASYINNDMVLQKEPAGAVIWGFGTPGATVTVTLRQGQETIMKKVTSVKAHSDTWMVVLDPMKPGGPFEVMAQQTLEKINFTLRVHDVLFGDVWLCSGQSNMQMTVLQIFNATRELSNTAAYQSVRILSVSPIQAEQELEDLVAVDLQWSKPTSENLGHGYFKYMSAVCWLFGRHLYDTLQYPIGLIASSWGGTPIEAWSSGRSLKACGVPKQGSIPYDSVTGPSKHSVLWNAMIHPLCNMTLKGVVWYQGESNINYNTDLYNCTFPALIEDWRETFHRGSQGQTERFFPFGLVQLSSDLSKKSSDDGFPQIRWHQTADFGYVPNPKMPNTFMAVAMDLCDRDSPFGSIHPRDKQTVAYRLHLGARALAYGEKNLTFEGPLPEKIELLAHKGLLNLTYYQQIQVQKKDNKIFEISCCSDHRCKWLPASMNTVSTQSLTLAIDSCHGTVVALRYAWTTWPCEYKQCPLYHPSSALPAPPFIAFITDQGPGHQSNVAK
NR1D1 modulator: modulators of Rev-erb alpha DNA binding, primary screen, biochemical, FITC-DNA, fluorescence polarization, uHTS | Nuclear receptor subfamily 1 group D member 1 (Homo sapiens), P20393 | Rev-erbα–FITC-DNA binding, 90 min | activity, % at 10 µM | hit rate 0.79% among 370,000;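 active = activity above about 14%, limit read from the data; passing the limit was not always enough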;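 note: 0% = DMSO wells with 35 nM protein and 100% = DMSO wells with 750 nM protein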
TCR CD3 inh: inhibitors of human TCR-CD3 interaction, primary screen, biochemical, fluorescence, TAMRA-labeled TCR probe; T-cell receptor (TCR); inhibition, % at 9.4 µM; hit rate 0.37% among 360,000; in the data active = inhibition above about 19%;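 note: recombinant mutant TCR 2C K166C tagged with TAMRA read by polarization; 0% = receptor in buffer alone and 100% = receptor with positive control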
TDP2 absorb: human TDP2 enzyme inhibitors, primary screen, biochemical, epi absorbance, recombinant enzyme; Tyrosyl-DNA phosphodiesterase 2 (Homo sapiens), O95551; T5PNP hydrolysis, p-nitrophenol absorbance 415 nm; inhibition, % at 12.8 µM; hit rate 0.34% among 370,000; AID 720702, 2013;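 active = inhibition above the mean of all tested compounds plus 3 SD, set per campaign, cut at about 25% in these data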;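 note: 0% = DMSO with enzyme and 100% = buffer with substrate but no TDP2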
Target sequence (O95551 whole entry, looked up): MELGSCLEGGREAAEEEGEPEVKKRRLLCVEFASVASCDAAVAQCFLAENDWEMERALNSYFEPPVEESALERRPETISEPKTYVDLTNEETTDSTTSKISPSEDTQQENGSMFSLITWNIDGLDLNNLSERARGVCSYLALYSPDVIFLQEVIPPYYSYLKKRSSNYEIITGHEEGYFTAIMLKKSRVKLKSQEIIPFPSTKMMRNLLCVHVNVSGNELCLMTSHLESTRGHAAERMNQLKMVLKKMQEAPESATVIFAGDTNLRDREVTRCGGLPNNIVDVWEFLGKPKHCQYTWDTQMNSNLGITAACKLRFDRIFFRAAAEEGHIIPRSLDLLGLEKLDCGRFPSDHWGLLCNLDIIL
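System – recombinant human TDP2 · Quantity – TDP2 enzyme at 120 nM final · Doses – single concentration, 12.8 µM nominal, with 1% DMSO · Incubation – 2 h at 37 °C · Measured by – epi absorbance of p-nitrophenol freed from T5PNP by hydrolysis · Read-out – % inhibition relative to enzyme-containing and enzyme-free wells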
PRMT1 FP inh: PRMT1 methyltransferase inhibitors, primary screen, biochemical, fluorescence polarization; Protein arginine N-methyltransferase 1 (Homo sapiens), Q99873; recombinant PRMT1, activity-based probe fluorescence polarization; inhibition, % at 2.79 µM; hit rate 1.3% among 370,000; AID 652257, 2013;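 active = inhibition above about 21% made by adding two undisclosed values, limit read from the data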
ABHD4 inh: ABHD4 inhibitors, primary screen, biochemical, fluorescence polarization, mouse; purified mABHD4, FP-Rh probe fluorescence polarization; hit rate 0.54% among 370,000; (Lyso)-N-acylphosphatidylethanolamine lipase (Mus musculus), Q8VD66; inhibition, % at 8.92 µM;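 active = inhibition exceeding the mean over every tested compound plus 3 SD, cut at about 30% in these data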;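 note: 0% = plate median of compound wells and 100% = S159A mutant with DMSO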
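Material: mouse ABHD4 enzyme, wild type; Benchmarks: S159A mutant high control, sample median low control; Buffer or medium: HEPES pH 7.0, NaCl, Pluronic buffer; Signal: fluorescence polarization; Read-out: percent inhibition of probe binding, normalized to plate controls; Timing: pre-incubation 45 min, probe exposure 60 min, at 25 °C; Dosing: 8.92 µM, single dose.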
LEDGF integ inh: blockers of LEDGF/p75-dependent integrase strand transfer – biochemical, TR-FRET, high throughput, primary screen. TR-FRET IN-LEDGF/p75 DNA integration, Eu/Cy5. inhibition, % at 3.7 µM. hit rate 0.64% among 370,000. AID 743269, 2014;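 active = inhibition above the screen-wide mean plus 3 SD, cut at about 13% in these data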;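 note: signal is the Cy5 over europium emission ratio at 671 and 618 nm; 0% = plate median of compound wells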
PG9 Ab binder: binders of HIV-1 gp120 antibody PG9, primary screen, biochemical, TR-FRET | TR-FRET gp120-PG9 antibody binding | inhibition, % at 6.7 µM | hit rate 0.43% among 360,000; in the data active = inhibition above about 8.5%
HTRA1 inh: HTRA1 serine protease inhibitors, primary screen, biochemical, fluorescence polarization, HTS; Q92743; recombinant HTRA1, FP-rhodamine activity-based probe; inhibition, % at 5.96 µM; hit rate 0.5% among 340,000; AID 504803, 2011; in the data active = inhibition above about 36%;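 note: 0% = enzyme with DMSO and 100% = wells lacking enzyme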
* hit, by the source's call; · = no result given. These rows are one share of the data; the hit share may differ from the screen's.

canonical_smiles,rCAG RNA binder,SIAE inh,NR1D1 modulator,TCR CD3 inh,TDP2 absorb,PRMT1 FP inh,ABHD4 inh,LEDGF integ inh,PG9 Ab binder,HTRA1 inh
COc1cc(Br)cc(Br)c1OCC(=O)N/N=C/c1c(C)n(C)n(-c2ccccc2)c1=O,4.1,-8.9,2.4,3.8,-9.4,-5.7,-4.3,4.5,0.9,6.8
CCN(CC)S(=O)(=O)c1ccc(N=Nc2c(N)[nH]c(=O)[nH]c2=O)cc1,4.5,-7.4,-5.3,5.5,-14.7,3.6,-4.8,-8.5,-0.1,-1.1
CC(Sc1nnc(Cc2cccs2)n1C1CCCCC1)C(=O)N1CCc2ccccc21 (stereo not given),0.7,0.1,3.3,-1.4,-4.7,-3.7,-12.6,-0.8,0.9,-17.3
CCOCCCNC(=S)Nc1cc(C)cc(C)c1,-0.6,0.0,-7.2,5.0,13.7,0.8,8.9,2.3,-0.1,6.7
CC(C)CCN(C(=S)Nc1cccc(F)c1)C1CCN(C(C)C)CC1,-2.8,-4.2,-0.3,-3.6,-1.9,1.8,-2.4,-6.2,1.6,4.7
COc1ccc(C(=O)NC(=S)Nc2ccc(N3CCOCC3)c(Cl)c2)cc1[N+](=O)[O-],5.5,4.8,-3.8,-4.4,-5.4,-3.9,-3.2,1.0,-1.3,-15.9
COc1cc(C(=O)NCCCNc2nc3c(C)cc(C)cc3cc2C#N)cc(OC)c1OC,-2.3,-3.7,5.0,-1.9,2.7,-3.4,-1.7,2.0,-1.1,-8.9
Cc1ccc(-c2nnc(SCC(=O)N/N=C/c3ccc(C(=O)O)cc3)n2C2CCCCC2)cc1,9.9,-4.8,1.2,0.4,-12.2,10.1,-5.6,-3.1,0.0,2.8
COc1ccc(C(C)=O)cc1CSc1nnc(C)n1-c1ccccc1,-5.6,7.1,3.1,-4.8,1.6,-3.0,-0.1,-0.6,-0.6,0.2
O=C(Nc1ccc(F)cc1)c1cncs1,2.0,2.0,1.3,4.5,12.3,-0.9,4.1,-3.2,-2.2,-4.8
CCOc1ccccc1NC(=O)/C=C/c1ccc(S(=O)(=O)N2CCOCC2)cc1,4.3,6.8,-1.7,-6.7,8.6,2.5,-5.0,-1.9,1.0,-7.4
CSc1ncccc1C(=O)Nc1cccc(S(=O)(=O)N2CCCC2)c1,5.5,-5.4,2.7,5.4,10.8,-0.4,-1.3,-2.0,1.6,-0.1
C/C(=N/NC(=O)Cc1cccs1)c1ccco1,2.2,4.1,5.6,5.3,-1.5,-4.2,-4.5,1.8,-2.4,-0.7
COc1ccc2nc(NC(=O)CSc3cn[nH]n3)sc2c1,7.7,-7.2,9.8,-2.3,-15.5,1.0,6.3,-2.2,-2.9,-7.8
Cn1c(=O)c2c(ncn2CC(=O)Nc2ccccc2)n(C)c1=O,0.9,0.5,-1.2,-2.9,-1.8,-2.4,5.0,2.1,-0.8,5.8
O=C(CSc1nc2ncccc2[nH]1)c1ccc(F)cc1,2.6,3.4,-1.8,0.4,10.0,-1.4,0.3,1.4,-2.5,6.2
O=c1c2ccccc2nnn1CSc1nnnn1-c1ccc(O)cc1,-1.2,-5.9,-3.4,-7.0,6.3,1.0,-0.1,-0.9,-0.1,-6.9
COc1ccc(N2CCN(CCNC(=O)Nc3cc(Cl)ccc3OC)CC2)cc1,-1.6,5.6,-2.5,2.4,1.9,-5.1,8.0,-2.4,-1.7,-2.3
Cc1cc(SCC(=O)c2ccc(O)c(O)c2)n2nc(C)c(-c3ccccc3)c2n1,50.4*,4.5,6.5,24.7*,-19.1,3.0,24.3,17.1*,-0.1,55.5*
COC(=O)Cc1ccc(NC(=S)N2CCN(c3ccc(F)cc3)CC2)cc1,-4.4,8.0,2.1,5.5,8.6,-1.6,0.1,0.5,0.0,3.8

The closing 2 compounds of the section before are carried over, then new ones follow:
canonical_smiles,rCAG RNA binder,SIAE inh,NR1D1 modulator,TCR CD3 inh,TDP2 absorb,PRMT1 FP inh,ABHD4 inh,LEDGF integ inh,PG9 Ab binder,HTRA1 inh
Cc1cc(SCC(=O)c2ccc(O)c(O)c2)n2nc(C)c(-c3ccccc3)c2n1,50.4*,4.5,6.5,24.7*,-19.1,3.0,24.3,17.1*,-0.1,55.5*
COC(=O)Cc1ccc(NC(=S)N2CCN(c3ccc(F)cc3)CC2)cc1,-4.4,8.0,2.1,5.5,8.6,-1.6,0.1,0.5,0.0,3.8
CC(C)c1ccc(NC2CCCN(C(=O)c3n[nH]c4c3CCC4)C2)cc1 (stereo not given),-4.8,0.2,4.8,5.2,-2.6,-4.6,9.5,-1.5,-1.4,-3.7
CCCn1c(=N)n(CC(=O)c2ccc([N+](=O)[O-])cc2)c2ccccc21,6.0,-1.6,3.8,-1.4,-14.5,-0.2,3.0,0.4,1.0,4.8
S=c1[nH]nc(-c2ccncc2)n1/N=C/c1cccc2ccccc12,-0.1,-0.5,-3.9,5.7,2.3,-0.7,-2.4,-3.5,-1.3,·
COc1ccc(/C(N)=N/O)c(OC)c1,0.0,3.5,2.4,-1.9,-0.3,-4.1,3.0,-0.1,0.1,0.9
CCCN1CNC(=S)N(c2ccccc2C)C1,-3.2,0.5,-10.7,6.2,5.5,-0.5,0.5,1.7,-0.2,-2.1
C#CCNC(=O)C[C@@H]1C[C@@]2(C(=O)OC)CC(C)(C)CC=C2N(Cc2ccco2)C1=O,-2.1,6.9,6.1,8.7,-3.2,1.7,2.9,-3.2,2.1,·
O=C(NC(CC(=O)N1CCN(c2ccc([N+](=O)[O-])cc2)CC1)c1ccccc1)c1ccccc1Cl (stereo not given),0.0,-10.6,-4.7,2.4,-1.7,5.5,-2.6,-3.7,-1.8,-0.6
CSc1sc(C(=O)NN)c2c1C1(CCC2)SCCS1,2.8,6.6,4.2,-1.4,-3.2,-2.5,-1.1,-1.0,-2.1,1.0
Cc1cc(C)c(S(=O)(=O)/N=C2\C=C(NS(=O)(=O)c3ccccc3)C(=O)c3ccccc32)c(C)c1,44.6*,8.6,0.5,-9.8,-8.0,2.2,45.0*,-1.4,0.3,12.7
CCO[C@H]1OC(C(=O)NCc2ccccc2)=C[C@@H](c2ccc(C(F)(F)F)cc2)[C@@H]1CCCO,-7.1,-0.2,4.2,2.0,-1.7,1.1,-15.3,2.5,-1.1,-10.5
Cc1ccc(-n2c(=S)[nH]c3sc4c(c3c2=O)CCC4)cc1,6.1,4.9,4.5,0.3,3.1,5.6,9.9,-2.2,8.4,-5.0
Cc1ccc(C)c2[nH]c(=O)c(C(c3nnnn3C(C)(C)C)N3CC=C(c4ccc(F)cc4)CC3)cc12 (stereo not given),5.6,2.4,-4.3,1.6,-10.6,4.6,5.2,0.4,-1.6,-17.8
CC(C)CC1=NN(C(=O)c2ccncc2)C(O)(C(F)(F)F)C1 (stereo not given),3.1,-3.0,-0.3,4.5,-1.8,-0.3,1.2,2.0,-0.9,2.2
Cc1nn(-c2ccccc2)c(C)c1CNC(=O)c1ccc(S(=O)(=O)NCc2ccco2)cc1,2.9,1.4,-0.3,0.8,9.8,5.1,5.6,-1.7,-0.6,-1.6
O=C(NCc1cccc(C(F)(F)F)c1)c1c[nH]c(=O)s1,-1.4,1.8,-4.4,-7.9,-2.5,1.8,-1.3,-1.3,-2.7,·
Cc1cc2ccccc2n1CCNC(=O)c1ccc(S(=O)(=O)N2CCCCC2)cc1,17.6,37.4*,2.5,62.5*,8.2,2.6,57.8*,-3.5,-27.8,27.1
O=C(Cn1cnc2c(cnn2-c2ccccc2)c1=O)NCc1ccccc1,-119.3,-3.8,-2.6,-3.4,6.4,-1.9,6.7,1.2,1.1,-2.7
Cc1ccc(NC(=O)COC(=O)c2ccc(-n3nc(C)cc3C)cc2)c(F)c1,0.2,6.6,-3.2,-0.6,-13.1,-1.4,1.3,-0.4,-2.7,-6.9
Nc1ccccc1SC1CC(=O)N(Cc2ccccc2)C1=O (stereo not given),-1.6,0.9,7.0,3.6,-3.5,7.3,-2.1,2.1,-1.4,-0.9
Cn1c(=O)oc2cc(S(=O)(=O)NCCC(=O)NCc3ccccc3Cl)ccc21,2.7,13.2,-6.7,7.7,6.7,-3.8,-3.0,5.2,-0.1,1.2
CCOc1ccccc1N=Nc1c(C)[nH]n(C(N)=S)c1=O,3.0,-2.4,3.1,-6.2,-8.4,5.1,-7.2,-1.4,-2.9,-3.6
COc1ccc(C2=NOC(Cn3nc(-c4ccccc4)cc3C(=O)NCc3cccs3)C2)cc1 (stereo not given),7.7,-38.0,-5.7,-0.2,5.0,-0.1,-40.3,0.1,0.3,-74.6
CCOC(=O)c1cc(CC)sc1NC(=O)c1cccc(N2C(=O)CCC2=O)c1,-2.8,-1.3,-2.5,-3.8,0.3,0.5,2.9,0.8,0.2,11.9
CC(C)(C)OC(=O)NCc1cc(F)ccc1/C=C/S(=O)(=O)NCc1ccc(F)cc1,-0.5,-6.8,-7.9,·,-3.3,3.7,-6.8,-5.3,·,·
